Growth percent in the NCI-60 one-dose screen (48 h, 10 µM unless noted): 100 = growth as untreated, 0 = no growth, -100 = all killed.
HOP-62 – HOP-62 NSCLC; actives 3.9% (n = 80,000)
EKVX – EKVX NSCLC; actives 3% (n = 71,000)
MDA-MB-435 – MDA-MB-435 melanoma | AID 1794794 | actives 7.8% (n = 82,000)
HOP-92 – HOP-92 NSCLC cells; actives 6.3% (n = 71,000); AID 1794738
CCRF-CEM – CCRF-CEM leukemia. actives 7% (n = 77,000)
A549/ATCC – A549/ATCC NSCLC | actives 3.7% (n = 81,000) | AID 1794740
RPMI-8226 – RPMI-8226 leukemia cells; actives 7.5% (n = 77,000)
M14 – M14 melanoma; AID 1794745; actives 6.2% (n = 80,000)
Numbers without * were called inactive; · = no result given. The calls were made as follows: active = growth percent below 10; inactive = the rest.

SMILES	HOP-62	EKVX	MDA-MB-435	HOP-92	CCRF-CEM	A549/ATCC	RPMI-8226	M14
O=C1CCCN1C1CCN2CCCc3cccc1c32 (stereo not drawn)	97	102	108	·	·	107	·	100
COc1cc(/C(=C2/C=Nc3ccccc32)c2c[nH]c3ccccc23)ccc1O	104	78	103	131	125	84	110	90
CCOC(=O)C1=C(C)NC(SCc2cc(=O)oc3ccc(F)cc23)=N[C@@H]1c1cccc2ccccc12	91	114	99	87	102	99	90	102
CCC(=O)C[n+]1cccc2c3ccccc3ccc21	98	74	108	101	100	78	107	103
COc1ccc(/C(=C\c2cc(OC)c(OC)c(OC)c2)C(=O)N2CCNCC2)cc1	97	105	98	94	96	90	95	99
O=C(NNC(=S)NCCc1ccccc1)c1ccc(OCc2nc3ccc(Cl)cc3[nH]2)cc1	97	66	84	144	59	74	49	94
Cc1ccc(S(=O)(=O)/N=C2\NC(=O)/C(=C\c3ccccc3)S2)cc1	101	100	111	·	92	103	104	111
CCOC(=O)NC(NC(=O)OCC)C(Cl)CC (stereo not drawn)	111	·	110	57	101	94	98	104
Fc1ccc(N2CCN(/C(=N\c3sc(-c4ccccc4)nc3-c3ccccc3)c3ccccc3)CC2)cc1	99	94	103	97	96	99	91	100
C[C@H]1[C@H](NC(=O)/C(=N/OC(C)(C)C(=O)O)c2csc(N)n2)C(=O)N1S(=O)(=O)O (stereo in doubt)	116	105	110	·	95	98	96	109
NCCCNc1nc(-c2ccncc2)nc2sc3c(c12)CCCCC3	79	90	86	67	84	94	85	94
Cc1c(NC(=O)CSc2nc3sc4c(c3c(=O)n2-c2ccc(Cl)cc2)CCCC4)c(=O)n(-c2ccccc2)n1C	99	97	88	96	98	81	87	95
CC(=O)Nc1cccc(-c2[nH]c3ccccc3c2C=O)c1	89	84	94	67	89	96	82	100
CCN(CC)CCn1nc2c3c(cccc3c1=O)-c1ccccc1-2	11	41	40	-6.8*	·	1.4*	25	28
N#CCCNc1ccc2c(c1)C(=O)c1ccccc1-2	107	103	104	104	93	93	97	115
COc1cc2oc3cc(OC)c(OC)c(CC=C(C)C)c3c(=O)c2c(O)c1CC=C(C)C	106	101	103	114	96	95	106	104
NS(=O)(=O)c1cccc(NC(=O)C(=O)C2C(=O)Nc3ccccc32)c1 (stereo not drawn)	90	76	97	75	70	103	48	99
O=C(O)CCCCCCCCCCOc1ccc(Cl)cc1Cl	101	101	92	87	94	·	90	100
CCOC(OCC)C(=O)C(C#N)c1ccc(C#N)cc1 (stereo not drawn)	109	·	84	110	104	96	94	114
CSc1nc(O)c(Nc2cccc(Cl)c2)c(=O)[nH]1	90	107	104	·	94	110	94	101
O=C(OCC1COC(c2ccccc2)(c2ccccc2)O1)c1ccccc1 (stereo not drawn)	105	113	121	·	99	100	·	94
CN(/N=C/c1ccccc1)C(=S)Nc1ccccc1	99	89	100	·	100	98	94	105
Cc1cccc(CSc2ncnc3nc[nH]c23)n1	92	94	96	90	112	109	104	107
CC(=O)OC(CCc1ccccc1)c1ccc(Cl)cc1 (stereo not drawn)	96	88	110	69	84	101	96	104
CC(=O)N[C@H](C(=O)N[C@@H](CCCNC(=N)N)C(=O)N[C@@H](CCCCN)C(=O)N[C@@H](CCCNC(=N)N)C(=O)N[C@]1(C)CCCCCC/C=C\CCC[C@@](C)(C(=O)N[C@@H](CCCNC(=N)N)C(=O)N[C@@H](CCC(=O)O)C(=O)N[C@@H](CC(C)C)C(=O)N[C@H](C(=O)N[C@@H](CCC(=O)O)C(N)=O)C(C)C)NC(=O)[C@H](CCC(N)=O)NC(=O)[C@H](CC(C)C)NC(=O)[C@H](CC(C)C)NC(=O)[C@H](CCCNC(=N)N)NC(=O)[C@H](CCCNC(=N)N)NC(=O)[C@H](CC(C)C)NC1=O)C(C)C	-31*	-22*	7.7*	-64*	·	12	21	-42*
(continued)
SMILES	HOP-62	EKVX	MDA-MB-435	HOP-92	CCRF-CEM	A549/ATCC	RPMI-8226	M14
CCN(CC)C(=O)c1ccc(Cc2n[nH]c(=O)c3cccnc23)cc1	104	80	103	104	·	109	108	105
COc1ccc(OCC(=O)OC(C)C)cc1	101	99	101	104	112	102	106	99
NS(=O)(=O)c1ccc(CCN2C(=O)c3cc(Cl)c(Cl)cc3C2=O)cc1	102	103	108	104	98	105	104	106
Clc1nn2c(Cn3cnc4c(N5CCOCC5)ncnc43)nnc2c2ccccc12	106	83	94	82	92	103	81	65
O=C(NCc1ccccc1)c1cccc(N=Cc2c(O)ccc3ccccc23)c1	90	93	92	69	80	103	71	78
c1cc(OCCCCCOc2cccc(-c3nc4ccccc4[nH]3)c2)cc(-c2nc3ccccc3[nH]2)c1	39	2.5*	8.3*	-29*	-19*	14	-47*	20
O=C(O)CNC(=O)CNC(=O)OCc1ccccc1	87	96	96	57	94	99	109	92
CCOC(=O)C(Cc1cn(C)c2ccccc12)(NC(C)=O)C(=O)OCC	94	101	101	82	103	99	103	103
O=[N+]([O-])c1ccc(Br)o1	100	101	109	102	114	104	106	104
Cn1c(=O)c2[nH]c(SSc3nc4c([nH]3)c(=O)n(C)c(=O)n4C)nc2n(C)c1=O	101	99	102	92	102	98	105	100
CC1=C(C(=O)c2cnccn2)C(c2cccc(Oc3ccccc3)c2)NC(=O)N1 (stereo not drawn)	100	98	102	100	103	103	·	106
Cc1cc(=O)oc2cc(OCCOc3ccc(/C=C/C(=O)NO)cc3)ccc12	88	89	80	112	67	83	79	88
Nc1nc(N)c(-c2nc3ccccc3s2)c(CCCO)n1	106	97	99	109	100	96	105	103
Cc1ccc2c(n1)C(=O)c1[nH]c3ccccc3c1C2=O	40	44	-88*	78	56	-14*	47	-40*
N#Cc1c(-c2cccs2)nc2c(c(-c3ccccc3)nn2-c2ccccc2)c1-c1ccc(O)cc1	87	73	84	102	77	78	88	92
O=C1c2c(c3c4ccc(Br)cc4oc3c3[nH]c4ccccc4c23)C(=O)N1CCN1CCCCC1	56	72	93	71	55	85	75	66
COc1cc(F)ccc1/C=C/C(=O)/C=C(O)/C=C/c1ccc(F)cc1OC	98	106	101	95	106	96	109	110
Nc1nc2c(s1)CCc1c-2c(Br)n(Cc2ccccc2)c1Br	65	·	96	·	2.7*	94	52	92
Nc1ccc(CC(=O)O)c(N)c1	102	101	98	95	-27*	100	104	100
C=CC(=O)N[C@@H](/C=C/C(=O)OCC)Cc1ccc(-c2cc(Cl)cc(Cl)c2)cc1	36	20	1.7*	15	17	12	-2.4*	25
CC(C)(C)CC(=O)N(Cc1ccncc1)Cc1cccc(OCCc2ccc(F)cc2)c1	91	85	92	84	98	85	65	92
S=c1n(CN2CCCC2)nc(-c2ccccc2)n1-c1ccccc1	100	·	103	·	100	96	89	106
COc1ccc2nc3sc(C(=O)Nc4ccc(C(=O)/C=C/c5ccc(Cl)cc5)cc4)cc3cc2c1	95	100	104	89	90	96	95	100
C=CCN1C(=O)c2cccc3c(/C=C/CN4C(=O)c5cccc6cccc(c56)C4=O)ccc(c23)C1=O	80	96	104	89	102	97	·	101
CCOC(=O)c1c[nH]c2c(CC)cccc2c1=O	114	·	84	77	85	90	60	78
Next compounds.
SMILES	HOP-62	EKVX	MDA-MB-435	HOP-92	CCRF-CEM	A549/ATCC	RPMI-8226	M14
CC1(c2ccc(-c3ccccc3)cc2)NC(=O)NC1=O (stereo not drawn)	95	95	105	105	110	101	99	96
COc1cc(C=NCCN=Cc2cc(OC)c(OC)c(OC)c2)cc(OC)c1OC	103	106	102	·	112	103	108	98
NCC[C@@H](O)C(=O)N[C@@H]1C[C@H](N)[C@@H](O[C@H]2O[C@H](CN)[C@@H](O)[C@H](O)[C@H]2O)[C@H](O)[C@H]1O[C@H]1O[C@H](CO)[C@@H](O)[C@H](N)C1O (stereo partly drawn)	97	109	115	82	99	98	·	100
COC(=O)[C@]12CC[C@@H](C)[C@H](C)[C@@H]1C1=CC(=O)[C@@H]3[C@@]4(C)C[C@@H](O)[C@H](O)[C@@]5(C)COC(=C45)C[C@@]3(C)[C@]1(C)CC2	51	76	-11*	46	60	42	51	27
N#CCC(=O)Nc1nnc(-c2cccnc2)o1	106	98	103	106	104	102	104	104
O=S(=O)(NCCNc1nccc(-c2c(-c3ccc(F)cc3)nc3sccn23)n1)c1ccc(O)cc1	61	·	16	·	35	29	48	44
Cc1cccc2sc(NC(=O)CN3CCN(CCN4C(=O)c5cccc6cccc(c56)C4=O)CC3)nc12	111	93	99	·	64	69	80	103
O=C(COC(=O)c1ccccc1)NCCCCc1ccccc1	104	·	106	101	102	105	109	111
CCCCCCCCCCC(C[N+](C)(C)C/C=C/c1ccccc1)C(O)c1ccccc1 (stereo not drawn)	-30*	·	-66*	·	·	54	-51*	6.0*
O=c1[nH]cnc2c1C(c1ccc(Br)cc1)c1sc3c(F)cccc3c1O2 (stereo not drawn)	98	91	100	49	-51*	96	60	101
Nc1csc(N)n1	117	106	90	103	102	98	107	113
CN1C(=O)C(=Cc2cn(CC(O)CN3CCOCC3)c3ccccc23)C(=O)N(C)C1=O (stereo not drawn)	102	102	112	100	94	104	·	·
C=C(C)[C@@H]1CC[C@]2(C(=O)N[C@H](C)C(=O)OC)CC[C@]3(C)[C@H](CC[C@@H]4[C@@]5(C)Cc6c([nH]c7ccccc67)C(C)(C)[C@@H]5CC[C@]43C)[C@@H]12	99	88	94	93	85	81	67	90
O=C(O)CC1CC(c2ccc(-c3noc(=O)[nH]3)cc2)=NO1 (stereo not drawn)	101	100	102	94	95	102	95	97
O=C1/C(=C/c2ccc(O)cc2)CN(C(=O)CCN2CCC(=NO)CC2)C/C1=C\c1ccc(O)cc1	111	94	99	116	98	113	102	113
COc1cncc(-c2ccc3ncnc(N4CCc5ccc(Cl)cc54)c3c2)c1	51	-29*	54	-57*	-2.0*	30	-21*	-52*
CN(C)c1cccc2c(S(=O)(=O)Nc3cccc(-c4csc(NC(=O)CNCCS(=O)(=O)O)n4)c3)cccc12	111	103	100	97	105	107	103	108
O=[N+]([O-])c1ccc(N/N=C\c2cccc([N+](=O)[O-])c2)cc1	107	92	99	93	74	75	73	100
CCCCCC(CCC)COC(=O)c1ccc(OC)cc1 (stereo not drawn)	92	100	106	94	75	81	92	101
C#Cc1cccc(Nc2ncnc3ccc(-c4cncc(NS(C)(=O)=O)c4)cc23)c1	32	4.7*	45	-12*	14	49	26	47
CCOC(=O)C1=NN(c2ccc(Cl)cc2)C2C3N(c4ccc(Cl)cc4)N=C(C(=O)OCC)N3c3ccccc3N12 (stereo not drawn)	114	104	100	·	·	99	·	102
CCCCCCN(CCCCCC)CC(O)c1ccc(Br)c2ccccc12 (stereo not drawn)	74	86	94	58	96	99	92	74
OCCCC1CCN(CCO)CC1	99	92	100	·	·	94	·	79
CCOC(=O)C(C(C)=O)C(c1ccc(N(C)C)cc1)c1ccc(N(C)C)cc1 (stereo not drawn)	99	104	94	91	98	87	96	104
N#Cc1c(-c2cn(-c3ccccc3)nc2-c2ccc(OCc3ccccc3)cc2)[nH]c(=O)[nH]c1=O	88	93	104	68	95	89	95	96
Carrying on:
SMILES	HOP-62	EKVX	MDA-MB-435	HOP-92	CCRF-CEM	A549/ATCC	RPMI-8226	M14
O=C(Nc1ccccc1-c1nn(C(=S)Nc2ccccc2)c(=S)n(C(=S)Nc2ccccc2)c1=O)C(F)(F)F	87	68	99	62	84	83	62	87
O=C1CC/C=C\CNC(=O)[C@]2(O)C[C@@H](O)[C@@H](O)[C@@H](C2)O1	91	92	91	87	98	94	88	102
CCOCCOC(=O)Nc1c(Cl)cccc1Cl	·	·	110	·	·	102	116	101
Nc1ncc(-c2cnn(C3CCNCC3)c2)cc1-c1nc2ccccc2o1	24	85	-55*	·	-54*	7.7*	-56*	-89*
O=C1Nc2ccc(Br)cc2C1=Nc1ccc(F)c(Cl)c1	100	92	79	140	91	121	109	101
C=CCN=c1sc(-c2ccc3ccccc3c2)cn1NC(=O)c1cc2ccc1CCc1ccc(cc1)CC2	75	58	67	60	41	56	26	76
C=CC(=O)NCCOc1cccc(Nc2cc(NCCCNC(=O)C3CCC3)c(Br)cn2)c1	-22*	-14*	-1.5*	-29*	1.9*	-17*	-23*	-19*
Nc1nnc(CS(=O)(=O)c2ccccc2)s1	102	103	113	86	102	102	103	97
CC1=NN(C(=O)c2nn(-c3ccc(Cl)cc3)cc2O)C(=O)C1	44	65	60	·	13	46	14	51

Looked up by compound from the list above, 2 records:
SMILES	HOP-62	EKVX	MDA-MB-435	HOP-92	CCRF-CEM	A549/ATCC	RPMI-8226	M14
O=C1CC/C=C\CNC(=O)[C@]2(O)C[C@@H](O)[C@@H](O)[C@@H](C2)O1	91	92	91	87	98	94	88	102
CCOCCOC(=O)Nc1c(Cl)cccc1Cl	·	·	110	·	·	102	116	101

By substructure, the entries above with an aryl methoxy group.
SMILES	HOP-62	EKVX	MDA-MB-435	HOP-92	CCRF-CEM	A549/ATCC	RPMI-8226	M14
COc1cc(/C(=C2/C=Nc3ccccc32)c2c[nH]c3ccccc23)ccc1O	104	78	103	131	125	84	110	90
COc1ccc(/C(=C\c2cc(OC)c(OC)c(OC)c2)C(=O)N2CCNCC2)cc1	97	105	98	94	96	90	95	99
COc1cc2oc3cc(OC)c(OC)c(CC=C(C)C)c3c(=O)c2c(O)c1CC=C(C)C	106	101	103	114	96	95	106	104
COc1ccc(OCC(=O)OC(C)C)cc1	101	99	101	104	112	102	106	99
COc1cc(F)ccc1/C=C/C(=O)/C=C(O)/C=C/c1ccc(F)cc1OC	98	106	101	95	106	96	109	110
COc1ccc2nc3sc(C(=O)Nc4ccc(C(=O)/C=C/c5ccc(Cl)cc5)cc4)cc3cc2c1	95	100	104	89	90	96	95	100
COc1cc(C=NCCN=Cc2cc(OC)c(OC)c(OC)c2)cc(OC)c1OC	103	106	102	·	112	103	108	98
COc1cncc(-c2ccc3ncnc(N4CCc5ccc(Cl)cc54)c3c2)c1	51	-29*	54	-57*	-2.0*	30	-21*	-52*
CCCCCC(CCC)COC(=O)c1ccc(OC)cc1 (stereo not drawn)	92	100	106	94	75	81	92	101

Screening results deposited in PubChem by NCI.
